FBW7 act: human FBW7 E3 ligase activation, primary screen | Q969H0 | AlphaScreen FBW7–phospho-cyclin E peptide binding, activator screen | normalized activity (activation), % at 26.1 µM | hit rate 0.13% among 650,000 | AID 1259310; in the data active = normalized activity above about 1.9%;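 also: purified mutant Fbw7 with reduced substrate affinity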
TEAD-YAP inh: TEAD-YAP interaction inhibition | AID 1259422 | HEK-TIYL cells, TEAD-Gal4/YAP UAS-luciferase luminescence | inhibition, % at 9.12 µM | hit rate 1.4% among 640,000; in the data active = inhibition above about 32%;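 also: 0% = median of test compound wells and 100% = reference inhibitor wells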
MITF inh: blocks human microphthalmia-associated transcription factor; hit rate 0.91% among 650,000; AID 1259374; AlphaScreen MITF homodimerization, bead proximity signal; inhibition, % at 2.6 µM; in the data active = inhibition above about 50%;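 also: 0% = vehicle wells with protein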
Target sequence (O75030 whole entry, looked up): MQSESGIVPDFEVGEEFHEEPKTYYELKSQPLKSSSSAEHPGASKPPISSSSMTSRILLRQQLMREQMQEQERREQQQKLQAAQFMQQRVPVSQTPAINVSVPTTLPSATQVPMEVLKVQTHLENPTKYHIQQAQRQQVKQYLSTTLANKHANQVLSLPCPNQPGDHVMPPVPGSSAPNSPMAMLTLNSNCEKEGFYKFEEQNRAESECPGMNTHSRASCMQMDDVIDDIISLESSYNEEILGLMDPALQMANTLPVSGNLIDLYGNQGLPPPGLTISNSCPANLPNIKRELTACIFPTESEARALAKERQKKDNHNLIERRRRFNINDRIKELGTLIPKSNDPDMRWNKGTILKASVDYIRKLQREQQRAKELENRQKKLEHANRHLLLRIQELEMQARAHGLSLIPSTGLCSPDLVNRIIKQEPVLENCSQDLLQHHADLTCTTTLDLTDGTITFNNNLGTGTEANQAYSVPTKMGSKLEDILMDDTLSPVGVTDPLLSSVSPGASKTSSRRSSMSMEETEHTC
GPR151 ag: human GPR151 activation; Q8TDV0; PathHunter beta-arrestin GPR151 cells, luminescence; activation, % at 11.2 µM; hit rate 1% among 650,000; in the data active = activation above about 4.9%;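 also: 0% = median of compound wells and 100% = cells with positive control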
Target sequence (Q8TDV0 whole entry, looked up): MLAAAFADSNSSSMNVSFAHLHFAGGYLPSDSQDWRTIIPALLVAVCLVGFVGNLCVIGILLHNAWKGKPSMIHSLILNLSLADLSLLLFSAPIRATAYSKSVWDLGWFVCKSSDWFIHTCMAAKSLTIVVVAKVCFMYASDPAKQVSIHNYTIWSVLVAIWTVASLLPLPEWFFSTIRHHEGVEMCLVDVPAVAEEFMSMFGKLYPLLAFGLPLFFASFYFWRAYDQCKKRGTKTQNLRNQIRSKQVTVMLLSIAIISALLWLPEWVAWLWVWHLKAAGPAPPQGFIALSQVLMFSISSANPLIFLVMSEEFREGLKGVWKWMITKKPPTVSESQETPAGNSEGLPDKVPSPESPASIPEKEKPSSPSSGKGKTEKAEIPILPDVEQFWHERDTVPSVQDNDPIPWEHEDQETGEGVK
* marks the source's active call; other numbers are inactive results; & = joins results of further samples.

SMILES	FBW7 act	TEAD-YAP inh	MITF inh	GPR151 ag
OCCNc1nc(Nc2ccccc2)nc2c1ncn2-c1ccsc1	0.0	59*	13	5.1*
CC(C(=O)Nc1ccc(CC#N)cc1)N(c1ccc(Cl)cc1)S(C)(=O)=O (configuration not stated)	0.1	-14	7	2.6
CCN1CCN(C(=O)c2cc(-c3ccc(F)cc3)no2)CC1	0.7	-11	12	-2.0
CN1C(=O)/C(=C\c2cnc(-c3ccccc3)nc2)C(=O)N(c2ccccc2)C1=O	0.2	-11	3	-0.5
Fc1ccc(CN2CCc3ccccc3C2)c(F)c1	0.6	11	36	1.0
CCn1c(SCc2cccnc2)nnc1C1CCCN(C(=O)C2CCC(OC)CC2)C1 (configuration not stated)	-0.1	7	9	0.5
COc1ccc(-n2c(=O)c3c4c(sc3n3c(SCc5ccccc5)nnc23)COC(C)(C)C4)cc1	0.0	4	6	-0.4
CC(c1ccccc1)C1CC(=O)N(c2ccc(Br)cc2)C1=O (configuration not stated)	-0.1	-2	-8	3.5
CCn1c(NCc2ccccc2)nc2ccccc21	1.2	-23	3	0.8
CC(C)c1nc2ccccc2c2nnc(SCC(=O)NCc3cccs3)n12	-0.1	-3	9	1.4
C#CCn1cnc2c(nnn2-c2ccc(C)c(Cl)c2)c1=O	0.0	7	-3	-1.0
Cc1ccc(N2C(=O)c3ccc(C(=O)c4cccc([N+](=O)[O-])c4)cc3C2=O)cc1C	-0.1	2	2	0.0
Cc1sc2ncn(CC(=O)NCc3ccccc3Cl)c(=O)c2c1C	0.1	5	-2	-1.0
Cc1nc(NC(=O)c2cc(Cl)ccc2Cl)sc1C	0.0	-60	14	-0.2
CC1CCN(Cc2nnnn2CC(=O)N2CCN3CCCC3C2)CC1 (configuration not stated)	-0.1	1	1	0.1

3 compounds from above, limited to MITF inh, GPR151 ag and FBW7 act:
mol	MITF inh	GPR151 ag	FBW7 act
CC(c1ccccc1)C1CC(=O)N(c2ccc(Br)cc2)C1=O (configuration not stated)	-8	3.5	-0.1
CCn1c(NCc2ccccc2)nc2ccccc21	3	0.8	1.2
CC(C)c1nc2ccccc2c2nnc(SCC(=O)NCc3cccs3)n12	9	1.4	-0.1

(listing goes on)
SMILES	FBW7 act	TEAD-YAP inh	MITF inh	GPR151 ag
CCn1c(/C=C/c2ccc(OC)cc2)nc2ccccc2c1=O	0.0	-10	14	-2.1
CCCCC(=O)Nc1cc(=O)n(C)c(=O)n1C	0.2	2	3	1.5
CCCCc1ccc(-c2nc(C=Nc3cc([N+](=O)[O-])ccc3C)c(O)o2)cc1	0.0	-10	-2	-0.4
CCc1ccccc1NC(=O)C/C(C)=N/NC(=O)COc1ccc(Br)c(C)c1	-0.1	-9	-8	0.0
CCOC(=O)c1c(NC(=O)CSc2nnc(CNC(=O)c3cccs3)n2Cc2ccccc2)sc2c1CCC2	0.2	5	6	-0.2
COCCNc1ccc2ncc(-c3cccc(N(C)C)c3)n2n1	-0.6	16	10	-0.2
CC1(C)CC(=O)C2=C(C1)OC1=C(C(=O)CC(C)(C)C1)C2c1ccc(-c2ccc3c(c2)COC3=O)o1	0.0	-3	8	-1.2
O=C1CCCN1CCn1cnc2c(NCCO)nc(NCc3cccnc3)nc21	-0.1	5	-7	-2.1
CC(C)n1c(Nc2ncccn2)nc2c(NCc3nc4ccccc4[nH]3)ncnc21	-0.2	11	18	-0.9
O=C(CSc1nnns1)N1CCCc2ccccc21	0.2	-12	13	-1.9
Cc1ccc(NC(=O)Cn2nnc(-c3ccc4c(c3)OCO4)n2)cc1C	0.0	-3	-3	-0.5
COCCSc1nc2c(c(=O)[nH]c(=O)n2C)n1Cc1ccccc1Cl	0.1	3	-2	1.0
O=C(c1ccco1)c1nnn(-c2ccccc2)c1-c1ccccc1	0.0	3	6	-0.2
CCOC(=O)C1=C(C)N=c2s/c(=C\c3ccc(OCC)c(OC)c3)c(=O)n2C1c1ccc(Cl)cc1 (configuration not stated)	0.1	-9	-5	0.2
Brc1ccc(-c2nnc3sc(CN4CCC5(CC4)OCCO5)cn23)cc1	-0.1	-2	11	-0.4

Next part (two carried over from the part before).
SMILES	FBW7 act	TEAD-YAP inh	MITF inh	GPR151 ag
CCOC(=O)C1=C(C)N=c2s/c(=C\c3ccc(OCC)c(OC)c3)c(=O)n2C1c1ccc(Cl)cc1 (configuration not stated)	0.1	-9	-5	0.2
Brc1ccc(-c2nnc3sc(CN4CCC5(CC4)OCCO5)cn23)cc1	-0.1	-2	11	-0.4
CCCN1C(=O)C2(c3ccccc31)c1c(oc3cc(C)c(C)cc3c1=O)C(=O)N2CCOC (configuration not stated)	0.0	1	8	1.6
Oc1ccc(CCNc2nc(N3CCN(c4ccccn4)CC3)nc3c2ncn3C2CCCCC2)cc1	0.9	4	24	-2.1
COc1cc2sc(=NC(=O)c3ccc([N+](=O)[O-])s3)n(C)c2cc1OC	0.0	-4	-4	0.0
N/C(=N\OC(=O)CCN1C(=O)c2ccccc2C1=O)c1ccncc1	-0.2	8	2	-0.8
CCOCc1nnc(NC(=O)CCCOc2ccc(Cl)cc2C)s1	0.3	8	7	0.0
CC(=O)NC1=NN(C(C)=O)C(C)(CS(=O)(=O)c2ccc(Br)cc2)S1 (configuration not stated)	0.0	7	7	-0.4
COC(=O)c1sc(NC(=O)c2ccccc2)c(C#N)c1C	0.3	8	8	0.9
CC1CCN(CC(=O)Nc2nc3ccc(S(C)(=O)=O)cc3s2)CC1	-0.3	-3	13	-1.0
Cc1ccc(CN(C)Cc2cc(=O)oc3cc4c(cc23)CCC4)o1	0.6	-12	12	1.9
Cc1cccc(C(C(=O)NC2CCCCC2)N(Cc2cccnc2)C(=O)c2csnn2)c1 (configuration not stated)	-0.1	0	-2	0.3
Cc1cnc(CNC(=O)c2ccc3cncc(-c4cc5ccccc5o4)c3n2)cn1	0.0	24	-7	-1.6
Cc1cc(C)nc(SCC(=O)Nc2ccc(I)cc2)n1	-0.1	5	-10	-0.1
CCNS(=O)(=O)c1cccc2nonc12	-0.1	2	8	1.3
COc1ccc(N2CC(O)=C(c3n(C)c4ccccc4[n+]3C)C2=N)cc1	0.1	-7	-5	0.7
O=C(Nc1ccccc1F)c1cccc(C(=O)Nc2ccccc2F)c1	0.0	-6	-8	-9.5
NNC(=O)CN1C(CN2CCOCC2)=Nc2ccc(Br)cc2C1c1ccccc1 (configuration not stated)	-0.1	9	13	-1.1
CC(C(=O)N1CCCC1c1nc2ccccc2[nH]1)n1ncc2ccccc2c1=O (configuration not stated)	0.1	-10	0	1.0
O=C(Nc1ncn[nH]1)c1ccc(C(=O)Nc2ncn[nH]2)cc1	0.1	6	15	0.8
COc1ccc(-c2c(C)oc3cc(OCC(O)CN4CCCCC4)ccc3c2=O)cc1 (configuration not stated)	0.0	4	-16	2.4
COc1ccc(Cl)cc1C(=O)NNC(=O)c1cc([N+](=O)[O-])ccc1N1CCCCC1	0.1	-1	11	-0.8
CN1CCN2c3ccccc3Cc3ccccc3C2C1 (configuration not stated)	-0.1&0.1&0.1&-0.1	0&6	16&-1&-18&11	0.1&0.3&-0.7&1.7
O=C(CN1C(=O)COc2ccccc21)N(Cc1ccccc1)Cc1ccccn1	0.8	4	-6	-0.8
CC1C(=O)NCCN1C(=O)CCCSc1ccccc1 (configuration not stated)	0.3	-25	5	-1.0
O=C(NCc1ccc(F)cc1)C1CC(=O)N(c2ccc(Cl)cc2)C1 (configuration not stated)	0.2	-9	6	-0.1
COc1ccc(C2=N/C(=C\c3cccc(F)c3)C(=O)O2)cc1OC	-0.1	-7	-2	-0.8
CC(C)(C)OC(=O)NNC(=O)c1cccc(I)c1	0.1	-10	15	-0.8
COc1cc2c(cc1OC)n(CC(=O)Nc1ccc(C)c(C)c1)n1c(C)cc(=O)nc21	0.0	-2	3	3.2
COc1cccc(/C=N\Nc2ncccc2[N+](=O)[O-])c1O	-1.1	64*	4	-3.6
COc1ccc(CC(=O)Nc2ccc(-c3cn4c(C)csc4n3)cc2)cc1	0.3	-13	-1	0.5
O=[N+]([O-])c1ccc(-c2nc(NCc3ccccc3)c3ccccc3n2)cc1	0.1	13	-11	-0.9
COc1ccc(-c2[nH]nc3c2C(c2cccc(O)c2)C(C#N)=C(N)O3)cc1OC (configuration not stated)	-0.1	-11	-2	-0.9
COc1ccccc1CC(=O)N1CCC(O)(c2cccnc2)CC1	-0.1	3	6	1.3
O=C(CCc1nc2ccccc2c(=O)[nH]1)OCc1cc([N+](=O)[O-])cc2c1OCOC2	0.1	4	13	0.1
COc1ccc(C2Nc3ccccc3C(=O)N2Cc2ccco2)cc1COc1ccc(Cl)cc1 (configuration not stated)	-0.1	-18	-7	0.4
Cc1ccc(/C(O)=C2\C(=O)C(=O)N(c3ccc(O)cc3)C2c2ccccc2)cc1 (configuration not stated)	-0.1	-12	-5	0.5
CC(C)C(=O)N1CC[C@@H]2[C@H](CCCN2C(=O)Cc2cccc(F)c2)C1	-0.2	-3	4	1.7
c1cc2c(cc1CN1CCCC3CCCCC31)OCO2 (configuration not stated)	-0.1	-6	9	1.9
CCCS(=O)(=O)N1CC(=O)N(c2cccc(C)c2C)C(C)(C(=O)NC2CCCCC2)C1 (configuration not stated)	-0.1	-8	11	0.3
Cc1ccc(C2/C(=C(\O)c3ccc(Cl)cc3)C(=O)C(=O)N2CCCN2CCOCC2)cc1 (configuration not stated)	0.1	1	-6	-0.2
COc1ccccc1CN1CCc2c(C(=O)N3CCCC3)c(OC)cc(=O)n2CC1	-0.1	3	-3	-1.2
Cc1nn2c(CNc3ccccc3)nnc2c2ccccc12	0.2	6	15	1.1
CC(C)CS(=O)(=O)c1nn2c(N)c(/C=C3\C=CC(=O)C(O)=C3)c(=O)nc2s1	-0.3	1	18	2.6
O=S(=O)(c1ccc(F)cc1)N1CCN(c2nc3ccccc3o2)CC1	0.0	5	2	-0.4
Cc1c(S(C)(=O)=O)c(-n2cccc2)n(CCCN(C)C)c1C	0.0	-1	6	0.9
Cn1c(C2CCC(CNC(=O)Cn3ccc4ccccc43)CC2)nc2ccccc21 (configuration not stated)	-0.1	17	3	1.9
CC(CCc1ccccc1)NC(=O)CCOc1ccccc1 (configuration not stated)	0.2	-5	-9	-0.1
CCN(CC)c1ccc(C=Nc2cccc(C#N)c2)c(O)c1	-0.2	11	-3	3.5
Cc1ccc(C2OC3=C(C(=O)CC(C)(C)C3)C(N)=C2C#N)o1 (configuration not stated)	0.3	2	14	-1.6
O=C(Nc1ccc(Cl)cc1)Nc1cccc(Cl)c1	0.1	-28	5	1.2
O=C(N/N=C/c1ccco1)C1c2ccccc2Oc2ccccc21	0.6	10	8	-0.5
NCCCc1nc2ccc(N)cc2[nH]1	0.2	6	12	1.4
CCOC(=O)c1nc(Nc2ccc(Oc3ccc4c(c3)C(=O)N(c3cccc(C(F)(F)F)c3)C4=O)cc2)c2ccccc2n1	-0.2	2	7	0.9
CNC(=S)N1CCC(C(=O)NC(c2cccc(OC)c2)c2ccccn2)CC1 (configuration not stated)	0.2	-3	14	6.9*
COC(=O)c1cc(N=C/C(Br)=C/c2ccccc2)cc(C(=O)OC)c1	0.1	-3	0	1.2
Cc1ccc(NC(=O)CN(C)Cc2nc(N)nc(Nc3ccccc3C)n2)cc1	-1.1	-4	-6	-1.2
COc1ccc(-c2cn3c(C)c(C(=O)NC(C)C)sc3n2)cc1	-0.3	-57	-7	1.1
O=S(=O)(Nc1cccc(-c2nc3cccnc3s2)c1)c1ccc(F)cc1F	0.1	-13	-1	-0.4
CC(C)N(CCNC(=O)c1cnc(NCc2ccc3c(c2)OCO3)s1)C(C)C	-0.2	1	11	0.5
CCOC(CCNC(=O)c1cc2c(=O)oc3ccccc3c2s1)OCC	0.4	-6	-8	2.9
COc1ccccc1C(=O)NC(=O)CSc1nc2nc(C)cc(C)n2n1	-0.1	0	-7	-0.8

(list continues)
SMILES	FBW7 act	TEAD-YAP inh	MITF inh	GPR151 ag
O=C(Nc1ccc(F)c([N+](=O)[O-])c1)c1ccccc1Br	-0.1	-4	-11	1.2
CCCCNC1CCN(c2ccc(NC(=O)c3ccc(OC)cc3)cc2)CC1	0.0	-12	1	3.0
COc1ccc(CCNc2nc(N3CCN(c4ccccn4)CC3)nc3c2ncn3-c2ccccc2)cc1	0.1	-1	-1	0.3
COC(=O)C1=C(C)N(C(C)c2ccccc2)C(=O)/C1=C\c1ccc(C(=O)OC)cc1 (configuration not stated)	0.3	6	-4	3.1
O=C1c2ccccc2-c2onc3c(N4CCC5(CC4)OCCO5)cc(Nc4ccc5c(c4)OCCO5)c1c23	-0.1	-1	23	-0.5
Cc1ncn(-c2ccc(Nc3cc(-c4nocc4-c4ccnn4C)ccn3)cc2)n1	-0.1	5	1	1.1

Exported as labelled records: four of the compounds above.
> CC1CCN(Cc2nnnn2CC(=O)N2CCN3CCCC3C2)CC1 (configuration not stated)
  FBW7 act: -0.1; TEAD-YAP inh: 1; MITF inh: 1; GPR151 ag: 0.1
> COc1ccc(-c2c(C)oc3cc(OCC(O)CN4CCCCC4)ccc3c2=O)cc1 (configuration not stated)
  FBW7 act: 0.0; TEAD-YAP inh: 4; MITF inh: -16; GPR151 ag: 2.4
> CCCS(=O)(=O)N1CC(=O)N(c2cccc(C)c2C)C(C)(C(=O)NC2CCCCC2)C1 (configuration not stated)
  FBW7 act: -0.1; TEAD-YAP inh: -8; MITF inh: 11; GPR151 ag: 0.3
> O=C(Nc1ccc(Cl)cc1)Nc1cccc(Cl)c1
  FBW7 act: 0.1; TEAD-YAP inh: -28; MITF inh: 5; GPR151 ag: 1.2
